Salmonella PhoP GFP = PhoP regulon inhibitors, Salmonella typhi PhoP promoter GFP reporter, confirmatory (AID 1850); Salmonella Typhi PhoP-promoter GFP reporter, fluorescence, 4 h; higher % means a stronger effect; inhibition, % at 50 µM, or IC50 in µM where a hit was titrated; 310,000 compounds, 0.33% hits; in the data active means a potency from the dose series; inconclusive means inhibition mostly from about 25% at the one dose, without a potency; inactive means the rest, 99 in 100 with inhibition below about 19%;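 further: 0% = induced wells with vehicle and 100% = uninduced wells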
H1N1 NS1A inhibition = NS1A inhibition, H1N1 influenza, cell based functional assay (AID 504329). NS1A functional cell-based assay, percent inhibition; higher % means a stronger effect. inhibition, % at 12.5 µM, or IC50 in µM where a hit was titrated. 340,000 compounds, 0.3% hits; in the data active means a potency from the dose series; inconclusive means inhibition above about 27% without an active follow-up result; further: strong numbers were not always called active
VEEV TC-83 Vero = inhibitors of VEEV TC-83 cytopathic effect, confirmation, Vero cells (AID 588727) | Vero cells, VEEV TC-83 cytopathic effect inhibition; higher % means a stronger effect | inhibition, % at 20 µM; hits with a dose series show IC50 in µM | 350,000 compounds, 0.13% hits; in the data active means a potency from the dose series; inconclusive means inhibition mostly from about 14% at the one dose, without a potency; inactive means the rest, 99 in 100 with inhibition below about 12%; further: strong numbers were not always called active
H37Rv inhibition = M. tuberculosis growth inhibition, HTS (AID 449762); M. tuberculosis H37Rv growth inhibition, 7H9 media; higher % means a stronger effect; inhibition, % at 25 µM, or IC50 in µM where a hit was titrated; 330,000 compounds, 0.59% hits; in the data active means a potency from the dose series; inconclusive means inhibition above about 70% without an active follow-up result;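 further: bacterial growth assessed after seven days of incubation; strong numbers were not always called active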
tuberculosis growth = growth inhibition of non-replicating M. tuberculosis (AID 488890). 320,000 compounds, 0.39% hits. inhibition, % at 25 µM, or IC50 in µM where a hit was titrated. Mycobacterium tuberculosis non-replicating, growth inhibition; higher % means a stronger effect; in the data active means a potency from the dose series; inconclusive means inhibition mostly from about 82% at the one dose, without a potency; inactive means the rest, 99 in 100 with inhibition below about 76%;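 further: plate controls were DMSO cells for no effect and high antibiotic wells for full effect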
VEEV TC-83 Vero 10K pilot screen = recorded beside VEEV TC-83 Vero, whose call it bears; inhibition, %; measured here: 10K pilot screen inhibition
Starred values were filed as active, the others as inactive; i = inactive; ? = inconclusive; / = not tested or not shown.

The opening 4 records (preview)
SMILES	Salmonella PhoP GFP	H1N1 NS1A inhibition	VEEV TC-83 Vero	H37Rv inhibition	tuberculosis growth	others
O=C(O)/C=C/c1cn(Cc2ccccc2)nc1-c1cccnc1	8%	0%	i	3%	-6%
CC(CCc1ccccc1)NC(=O)CN1C(=O)NC2(CCCCC2)C1=O (stereo unspecified)	1%	-8%	i	-2%	16%
CCn1ccnc1[C@@H]1C[C@H]2CN(Cc3ccccc3OC)C(=O)[C@]23CCCN13	10%	1%	i	-3%	29%
O=C(COc1ccccc1[N+](=O)[O-])Nc1ccccc1N1CCCC1	-12%	7%	0.5%	16%	59%

All compounds of this part, from the start:
SMILES	Salmonella PhoP GFP	H1N1 NS1A inhibition	VEEV TC-83 Vero	H37Rv inhibition	tuberculosis growth	others
O=C(O)/C=C/c1cn(Cc2ccccc2)nc1-c1cccnc1	8%	0%	i	3%	-6%
CC(CCc1ccccc1)NC(=O)CN1C(=O)NC2(CCCCC2)C1=O (stereo unspecified)	1%	-8%	i	-2%	16%
CCn1ccnc1[C@@H]1C[C@H]2CN(Cc3ccccc3OC)C(=O)[C@]23CCCN13	10%	1%	i	-3%	29%
O=C(COc1ccccc1[N+](=O)[O-])Nc1ccccc1N1CCCC1	-12%	7%	0.5%	16%	59%
Cc1cccc(NC(=O)Cc2nnc(NC(=O)Nc3ccccc3F)s2)c1	1%	-3%	0.1%	8%	13%
COc1ccc(CCNC(=O)CCS(=O)(=O)c2ccc(C)cc2)cc1OC	-11%	20%	i	-7%	10%
COc1cccc(CSc2nnnn2-c2ccc(O)cc2)c1	-5%	-6%	2.8%	23%	4%
CCOC(=O)N1CCC(NC(=O)c2ccc3c(c2)N(C)C(=O)/C(=C/c2cccc(OC)c2)S3)CC1	8%	-3%	2.0%	-1%	-2%
O=[N+]([O-])c1ccc(NN=Cc2ccc(O)cc2)nc1	/	1%	2.8%	/	/
COc1ccc(CN2CCC(n3nccc3NC(=O)C3CC3)CC2)cc1O	-9%	-7%	1.2%	-5%	2%
COc1ccc(N(CC(=O)NCc2ccc(F)cc2)C(=O)CCC(=O)Nc2ccccn2)cc1	-2%	10%	i	-1%	-8%
Cc1ccc(N(C(=O)c2csnn2)C(C(=O)NCc2ccccc2)c2cccnc2)cc1 (stereo unspecified)	-10%	-5%	3.3%	-9%	10%
CC[C@]12c3[nH]c4cc(CCC(=O)N(C)C)ccc4c3CCN1C(=O)[C@@H](CC(=O)NCc1cccc(C(F)(F)F)c1)C[C@@H]2C(=O)N1CCN(C(=O)c2ccco2)CC1	/	-11%	0.1%	/	/
COc1ccc(-c2[nH]ncc2CN(C)CCN2CCOCC2)cc1F	1%	-26%	0.7%	-7%	7%
Cc1ccc(C2c3[nH]c4ccccc4c3C[C@H]3C(=O)N(c4ccccc4C(=O)NCCCN4CCOCC4)C(=O)N23)cc1 (stereo partly specified)	3%	16%	12%	-15%	23%
O=C(O)C1CC(=O)N(CCc2ccccc2)C1 (stereo unspecified)	-2%	24%	2.2%	-4%	-10%	VEEV TC-83 Vero 10K pilot screen=0.7
COc1ccc(-c2noc(CCC(=O)NCCCN3CCC(Cc4ccccc4)CC3)n2)cc1	9%	8%	5.2%	13%	52%
CC(C)N1CCC(N2CCN(Cc3cc(F)ccc3-n3cccn3)CC2CCO)CC1 (stereo unspecified)	-17%	/	i	-6%	0%
C/C(=N\NC(=O)c1cc(-c2ccccn2)nc2ccccc12)c1cccc([N+](=O)[O-])c1	-8%	-6%	i	-2%	9%
Cc1cc(=O)n2nc(N3CCCC(C(=O)N4CCOCC4)C3)sc2n1 (stereo unspecified)	1%	11%	i	2%	3%

Ordered by number of heavy atoms (smallest number first): some entries from above
SMILES	Salmonella PhoP GFP	H1N1 NS1A inhibition	VEEV TC-83 Vero	H37Rv inhibition	tuberculosis growth	others
COc1cccc(CSc2nnnn2-c2ccc(O)cc2)c1	-5%	-6%	2.8%	23%	4%
CCn1ccnc1[C@@H]1C[C@H]2CN(Cc3ccccc3OC)C(=O)[C@]23CCCN13	10%	1%	i	-3%	29%
CC[C@]12c3[nH]c4cc(CCC(=O)N(C)C)ccc4c3CCN1C(=O)[C@@H](CC(=O)NCc1cccc(C(F)(F)F)c1)C[C@@H]2C(=O)N1CCN(C(=O)c2ccco2)CC1	/	-11%	0.1%	/	/

Following part
SMILES	Salmonella PhoP GFP	H1N1 NS1A inhibition	VEEV TC-83 Vero	H37Rv inhibition	tuberculosis growth	others
CCOc1ccc2ccccc2c1/C=N/NC(=O)CNC(=O)c1ccccc1F	-3%	2%	2.2%	-8%	2%
Cc1ccc(NC(=O)CSc2nnc(COc3ccc(C#N)cc3)n2-c2ccccc2)cc1C	-5%	2%	8.7%	1%	17%
CC(C)(O)c1ccc2c(c1)CCC1C(C)(C(=O)O)CCCC21C (stereo unspecified)	9%	-3%	1.3%	-3%	2%
O=C(C1CCN(S(=O)(=O)c2cccc3nsnc23)CC1)N1CCCc2ccccc21	-9%	25%	6.9%	-5%	/
CCN1C(=O)CC2(C[N+]3(C)CCC2CC3)C1=O (stereo unspecified)	-12%	-10%	0.7%	-9%	0%
Cc1c(C(=O)NCCN2C(=O)S/C(=C\c3cccs3)C2=O)cccc1[N+](=O)[O-]	3%	-7%	0.1%	6%	27%
O=C(CSc1nccc(=O)[nH]1)NC1CCCC1	4%	-8%	2.5%	-2%	-4%
CN(C)c1ccc(C(C[N+](=O)[O-])c2c(N)n(C)c(=O)n(C)c2=O)c(F)c1C#N (stereo unspecified)	3%	2%	?	?	?
CC(C)CN(CCNC(=O)CN1C(=O)COc2ccc(S(=O)(=O)N3CCOCC3)cc21)CC(C)C	2%	6%	0.8%	7%	18%
O=[N+]([O-])c1ccc(N2CCN(CCO)CC2)c2ncccc12	-9%	0%	i	3%	-1%
COc1cccc(NS(=O)(=O)c2ccc(S(=O)(=O)N3CCOCC3)cc2)c1	-2%	2%	1.8%	1%	18%
COc1ccc(/C=N/n2nnnc2N)c(OC)c1	11%	0%	0.4%	1%	-9%
CCN1C(=O)N/C(=C/c2ccc(C)o2)C1=O	19%	5%	1.9%	-1%	2%
O=C(Nc1cccc(-c2nc3ncccc3o2)c1)c1ccco1	6%	-4%	?	-3%	0%
Cc1ccc2nc(SCC(=O)N3CCCCCC3)nc(=O)n2c1	8%	-2%	0.8%	-4%	1%
COc1ccccc1N1C(=O)C2C3CC(c4ccccc4)C(C3)C2C1=O (stereo unspecified)	-3%	-6%	0.7%	3%	9%
COCCN(Cc1cc2cc(C)c(C)cc2nc1Cl)C(=O)N1CCOCC1	-8%	-1%	0.9%	-6%	-51%
CN(C)c1nc2n(c(=O)n1)CCO2	1%	-10%	0.6%	-8%	-1%
O=C(N/N=C/c1cccn1-c1ccc([N+](=O)[O-])cc1)C(O)c1ccccc1 (stereo unspecified)	-2%	10%	i	-2%	13%
Fc1ccccc1NC(=S)Nc1cccc2cnccc12	4%	15%	4.3%	5%	?
C/C(=N/N1CCN(c2ccccn2)CC1)c1cccc([N+](=O)[O-])c1	1%	1%	0.5%	4%	-13%
O=[N+]([O-])c1cccc2ccc(/C=C/c3cccc(Br)c3)nc12	-6%	0%	0.5%	-5%	-11%
CCCCc1nc(SCC(=O)Nc2ccc(S(N)(=O)=O)cc2)n[nH]1	0%	4%	0.2%	-8%	-7%
COc1cc(/C=N/NC(=O)c2ccc(NC(=O)C3CC3)cc2)ccc1OC(C)=O	-6%	-2%	1.3%	-1%	-7%
CC1CC(C)CN(c2ncc3c(n2)CC(c2ccccc2Cl)CC3=O)C1 (stereo unspecified)	-5%	-3%	1.4%	70%	22%
CCc1ccc(C(=O)C(C)OC(=O)c2nc3nc(C)cc(C)n3n2)cc1 (stereo unspecified)	-1%	1%	1.3%	-1%	-2%
COc1ccc(/C=N/NC(=O)COc2ccc(Cl)cc2Cl)cc1Cn1nc(C)cc1C	-4%	-9%	0.6%	-3%	-1%
Cc1cccc(N(C(=O)CNC(=O)c2ccco2)C(C(=O)NCC2CCCO2)c2ccccc2)c1 (stereo unspecified)	-2%	-4%	9.0%	-8%	3%
Cc1ccc2cc(CCNC(=O)c3cccs3)c(=O)[nH]c2c1	7%	30%	11%	0%	/
Cc1ccc(Nc2nnc(SCc3ccccc3)s2)cc1	5%	9%	1.6%	?	61%
CCOC(=O)/C(=N\Nc1ccccc1)P(=O)(c1ccccc1)c1ccccc1	14%	-2%	1.9%	-2%	25%
O=C(c1ccncc1)N1N=C(c2ccc(Cl)cc2)CC1c1ccccc1O (stereo unspecified)	9%	-9%	3.3%	13%	28%
CCn1c(=O)n(CC)c2cc(N3CCCC3)c(NC(=O)c3ccc(C)c([N+](=O)[O-])c3)cc21	1%	2%	0.9%	6%	6%
Cn1c(CSc2nc3ccc(Br)cc3[nH]2)nc2ccccc21	4%	-8%	3.0%	-10%	46%
CCN1CCN(C(=O)/C=C/c2ccc(OC)c(OC)c2)CC1	5%	2%	0.1%	-1%	-12%
CCCCOc1ccc(NC2=NC3(CCCC3)N=C(N)N2)cc1	21µM*	11%	1.6%	-5%	52%
CCOC(=O)N1CCN(c2nc3ccccc3n3cnnc23)CC1	10%	0%	3.8%	-8%	-14%
CCS(=O)(=O)N1Cc2ccccc2CC1C(=O)N(C)Cc1ccc(OC)c(F)c1 (stereo unspecified)	-2%	7%	3.1%	5%	14%
Cc1ccc(C2=N/C(=C\c3cccc(F)c3)C(=O)O2)cc1	-7%	-6%	2.6%	49%	?
Nc1nn(-c2ccccc2)c(N)c1N=Nc1ccccc1	-3%	11%	0.0%	-1%	5%
O=C(c1ccccc1)n1nnc2ccccc21	-4%	-5%	0.2%	-3%	-7%
COc1cc(COCC(O)CN2CCc3ccccc3C2)cc(OC)c1OC (stereo unspecified)	-10%	-1%	0.3%	3%	12%	VEEV TC-83 Vero 10K pilot screen=0.0
O=C1c2ccccc2C(=O)N1CCc1c(-c2[nH]c3ccccc3c2CCN2C(=O)c3ccccc3C2=O)[nH]c2ccccc12	/	-6%	i	/	/
CC1=C(C(=O)Nc2ccc(C)cc2)C(c2ccc(N(C)C)cc2)NC(=O)N1 (stereo unspecified)	-17%	0%	3.2%	2%	7%
O=C1CCCC(=NCc2ccco2)C1	-2%	-7%	0.6%	-3%	5%
Cc1nn(Cc2ccccc2)c(C)c1/C=N/NC(=O)c1cccnc1	-3%	-12%	1.1%	-4%	-7%	VEEV TC-83 Vero 10K pilot screen=2.2
CCN1C(=O)/C(=C\N2CCOCC2)SC1=S	11%	-3%	i	-5%	-1%
CCC(Sc1nc(N)c(NC(=O)c2ccco2)c(=O)[nH]1)C(=O)O (stereo unspecified)	-6%	-10%	0.2%	-39%	-6%
CCOc1cc(CNCCO)cc(Br)c1OCc1cccs1	12%	-6%	i	12%	74%
NP(=O)(OCCCc1ccccc1)Oc1ccccc1 (stereo unspecified)	-15%	-6%	0.2%	5%	40%
Cc1cccc(COc2ccc(/C=N/NC(=O)c3nnn(-c4nonc4N)c3CN3CCCCC3)cc2)c1	-4%	-2%	3.3%	19%	21%
CCCC(C(=O)Nc1cccc(S(=O)(=O)N2CCCC2)c1)c1ccccc1 (stereo unspecified)	3%	-2%	5.8%	2%	22%
CCOc1ccc(Br)cc1S(=O)(=O)Nc1ccc(Cl)c(S(=O)(=O)N(C)C)c1	-1%	-6%	0.9%	2%	17%
Cc1cccc2c1-c1sc(C(=O)NCCCN3CCCC(C)C3)cc1CO2 (stereo unspecified)	-7%	-10%	i	-1%	?
Cc1cccc(-c2noc(CCC(=O)NCc3ccco3)n2)c1	0%	13%	i	-7%	4%
CC(c1ccccc1)n1cc(C(=O)NCc2ccccn2)nn1 (stereo unspecified)	12%	0%	i	-17%	19%
Cc1ccc2nc(NCc3ccccc3)c(C=NCc3cccnc3)c(=O)n2c1	-4%	-10%	1.0%	-1%	-4%
CC(CN1CCCCC1)OC(=O)c1ccc2c(c1)OCO2 (stereo unspecified)	1%	-6%	1.0%	1%	-8%
COc1ccc(C=CC(=O)c2ccc(OC)c(OC)c2O)cc1OC	/	-10%	5.1%	/	/
C#CCOCCOCCOCCNc1nc(N2CCOCC2)nc(N2CCN(C(=O)[C@H]([C@@H](C)O)n3cc(CCCCN)nn3)CC2)n1	3%	-1%	i	-7%	2%
O=C(Nc1cccc(Cl)c1N1CCOCC1)c1cccnc1	-9%	-6%	i	1%	-8%
OC1CCCN(Cc2cccc3ccccc23)C1 (stereo unspecified)	-2%	0%	3.7%	-13%	22%
COCCCNc1nc2c(c(=O)n(C)c(=O)n2C)n1Cc1cccc(OC)c1	-9%	-3%	0.9%	7%	5%
